Bioassay records from PubChem.
ssDAF12 agonist: S. stercoralis DAF-12 nuclear receptor activators, primary screen, cell-based, luminescence, HEK293, GRIP1 co-expression, lit1-tk-luc. HEK293 ssDAF-12/GRIP1 lit1-tk-luc reporter; % of 3 µM dafachronic acid response. Nuclear hormone receptor DAF-12 (Strongyloides stercoralis). activation, % at 6.8 µM. actives 1% (n = 370,000);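 active means activation above the mean over all tested compounds plus 3 SD, cut at about 0.9% in these data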;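 further: 0% = DMSO-only wells and 100% = 3 µM delta7-dafachronic acid wells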
DAX1 inh-1: DAX1 (NR0B1) inhibitors, primary screen, cell-based, HEK293, Gal4-DAX1, luciferase luminescence; Nuclear receptor subfamily 0 group B member 1 (Homo sapiens), P51843; inhibition, % at 6.75 µM; HEK293 Gal4-DAX1 luciferase reporter; AID 504766, 2011; actives 0.99% (n = 340,000);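 active means inhibition above the mean over all tested compounds plus 3 SD, cut at about 4.2% in these data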;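 further: 0% = DAX1-transfected cells with DMSO and 100% = empty-vector control cells with DMSO; inhibition shows as a rise in luminescence from relieved DAX1 repression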
Target sequence (P51843 207-470 limits assumed): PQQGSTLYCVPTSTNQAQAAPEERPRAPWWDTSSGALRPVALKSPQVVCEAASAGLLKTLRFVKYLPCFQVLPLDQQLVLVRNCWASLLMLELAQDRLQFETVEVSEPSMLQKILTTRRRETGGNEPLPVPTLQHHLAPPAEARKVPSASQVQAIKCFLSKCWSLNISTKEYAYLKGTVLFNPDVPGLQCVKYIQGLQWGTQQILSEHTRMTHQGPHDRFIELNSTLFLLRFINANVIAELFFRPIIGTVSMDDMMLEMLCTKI
GC-A act: GC-A stimulated cGMP production enhancers – HEK293 GC-A cells, cGMP TR-FRET, EC30 ANP, primary screen; activation, % at 10 µM; AID 1671463, 2021; Atrial natriuretic peptide receptor 1 (Homo sapiens), P16066; 0% at EC30 ANP, 100% saturating ANP; actives 0.14% (n = 370,000); in the data active means activation above about 40%
ADAM17 inh: ADAM17 inhibitors, primary screen, biochemical, QFRET | inhibition, % at 6.95 µM | actives 0.83% (n = 370,000) | recombinant ADAM17, EDANS/DABCYL FRET peptide cleavage | AID 720648, 2013;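 active means inhibition above the mean of compounds lying between control limits plus 3 SD, set per campaign, cut at about 8.5% in these data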;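 further: 0% = DMSO-only wells as the low control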
FXN GAA850 act: FXN promoter activators, primary screen, cell-based, luciferase luminescence, HEK293 lucGAA850 | HEK293 lucGAA850 FXN promoter luciferase reporter, 24 h; percent of 10 µM SAHA response | activation, % at 6 µM | actives 0.56% (n = 360,000) | AID 540364, 2011;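 active means activation above the average of all compounds screened plus 3 SD, cutoff fixed separately per campaign, cut at about 7.5% in these data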;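 further: 0% = DMSO wells and 100% = 10 µM SAHA wells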
SMARCA2 activ: SMARCA2 (BRM) function activators, primary screen, cell-based, luminescence, high throughput. activation, % at 9.1 µM. MG213 cells, MMTV-luciferase reporter, dexamethasone, overnight. actives 1% (n = 370,000). AID 652017, 2013; in the data active means activation above about 7.8%;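 further: 0% = vehicle wells and 100% = reference activator wells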
DAX1 inh-2: DAX1 (NR0B1) inhibitors on StAR promoter, primary screen, cell-based, luminescence, SF-1 (NR5A1), full-length DAX-1; HEK293T StAR-luciferase reporter, SF-1/DAX-1 repression relief; inhibition, % at 6.8 µM; actives 1.1% (n = 370,000); AID 652010, 2013;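 active means inhibition above the mean over all tested compounds plus 3 SD, cut at about 3.6% in these data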;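 further: 0% = DAX-1 cells with DMSO and 100% = cells lacking DAX-1 with DMSO; higher inhibition means more luminescence from relief of DAX-1 repression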
PG9 Ab binder: binders of HIV-1 gp120 antibody PG9, primary screen, biochemical, TR-FRET | HIV-1 gp120 / PG9 antibody interaction | TR-FRET gp120-PG9 antibody binding | inhibition, % at 6.7 µM | actives 0.43% (n = 360,000); in the data active means inhibition above about 8.5%
hcDAF-12 act: H. contortus DAF-12 nuclear receptor activators, primary screen, cell-based, luminescence, HEK293, lit1-tk-luc reporter. HEK293 hcDAF-12 lit1-tk-luc reporter; 0% DMSO, 100% Δ7-dafachronic acid. activation, % at 6.8 µM. actives 1.4% (n = 370,000). AID 652067, 2013;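 active means activation above the mean of all tested compounds plus 3 SD, cut at about 5.5% in these data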;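 further: 100% = response to 3 µM Δ7-dafachronic acid high control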
ADAM10 inh: human ADAM10 inhibitors, primary screen, biochemical, QFRET, HTS; Disintegrin and metalloproteinase domain-containing protein 10 (Homo sapiens), O14672; inhibition, % at 7 µM; actives 0.62% (n = 370,000); recombinant ADAM10, EDANS/DABCYL FRET peptide cleavage, 3 h;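 active means inhibition above a per-campaign cutoff equal to the mean of compounds falling between control-based bounds plus 3 SD, cut at about 20% in these data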;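 further: 0% = DMSO wells while the 100% control is not disclosed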
Target sequence (O14672 214-748 limits assumed): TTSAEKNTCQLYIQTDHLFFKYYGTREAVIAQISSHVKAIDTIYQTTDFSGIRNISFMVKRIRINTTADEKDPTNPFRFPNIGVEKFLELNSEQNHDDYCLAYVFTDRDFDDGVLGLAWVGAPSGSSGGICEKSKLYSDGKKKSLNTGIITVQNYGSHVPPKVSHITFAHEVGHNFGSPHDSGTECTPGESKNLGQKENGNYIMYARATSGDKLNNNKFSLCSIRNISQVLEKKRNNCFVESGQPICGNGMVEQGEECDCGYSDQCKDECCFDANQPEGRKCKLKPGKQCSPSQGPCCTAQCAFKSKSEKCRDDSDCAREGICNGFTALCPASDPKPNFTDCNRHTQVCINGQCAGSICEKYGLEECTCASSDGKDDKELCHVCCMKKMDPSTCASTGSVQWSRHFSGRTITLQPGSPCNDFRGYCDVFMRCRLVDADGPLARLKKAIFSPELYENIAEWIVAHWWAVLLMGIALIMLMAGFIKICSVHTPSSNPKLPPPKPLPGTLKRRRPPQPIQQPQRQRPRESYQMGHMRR
hgDAF12 agonist: H. glycines DAF-12 receptor agonists, primary screen, cell-based, luminescence, HEK293, GAL4 fusion, UAS-luciferase | AID 687014, 2013 | Nuclear hormone receptor DAF-12 (Heterodera glycines), GAL4 fusion | actives 1.8% (n = 370,000) | activation, % at 6.8 µM | HEK293 GAL4-hgDAF12 UAS-luciferase reporter, agonist luminescence; normalized to butyrate control;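 active means activation above a cutoff set at the mean of all screened compounds plus 3 SD, cut at about 10% in these data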;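 further: 0% = DMSO wells and 100% = sodium butyrate wells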
* = called active by the depositor; i = inactive; x = not tested or not shown.

SMILES	ssDAF12 agonist	DAX1 inh-1	GC-A act	ADAM17 inh	FXN GAA850 act	SMARCA2 activ	DAX1 inh-2	PG9 Ab binder	hcDAF-12 act	ADAM10 inh	hgDAF12 agonist
Cc1ccc(-c2nc3c(Cl)cc(C(F)(F)F)cn3c2Cc2ccccc2)cc1	-1.8	x	2	0	x	-3	-0.6	0.5	1.9	-7	4.2
CC1(C)CC(=O)c2c(S(C)(=O)=O)sc(Br)c2C1	-0.4	0.8	8	-1	1.5	3	0.1	-2.5	-0.7	6	-1.1
CC1(C)Cc2c(c(N3CCOCC3)nc3sc(C#N)c(N)c23)CS1	-1.0	-0.2	22	-29	8.3*	0	0.3	-1.4	-1.6	-76	-3.1
CSCCOC(=O)COc1ccc(/C=N/NC(=O)c2c(Cl)cnn2C)cc1	-1.1	1.9	3	-1	0.9	0	0.6	-0.7	0.4	5	2.4
COCCN(C(=O)CC1C(=O)NCCN1CC(c1ccccc1)c1ccccc1)C(C)C (centres undefined)	-1.5	-1.1	-16	-4	-1.0	0	0.4	0.2	-1.4	-4	-1.4
CC1(C)CC(=O)c2sc(NS(=O)(=O)c3ccc(Cl)cc3)nc2C1	-1.3	-1.9	0	0	0.9	-2	0.0	0.2	-1.4	7	-4.8
CC#CC(=O)N1CCC(CO)(CCc2ccccc2)CC1	-1.4	0.9	1	-4	-0.4	0	0.1	-0.4	0.1	7	0.6
O=C(CSc1nnc(NC(=O)C2CCC2)s1)Nc1ccccc1F	-1.1	1.9	-5	-4	-0.5	-3	0.1	-1.2	-1.2	4	1.4
COc1ccc(NC(=O)N2CCNC(=O)C2CC(=O)Nc2ccc(F)cc2)cc1 (centres undefined)	-0.3	0.1	-1	-2	1.5	-2	1.4	-2.5	0.3	0	-1.1
C=C1CCN(c2ccc(C(=O)NCCC)cc2[N+](=O)[O-])CC1	-1.7	1.0	4	-2	1.9	2	-0.3	-1.3	-1.0	0	-1.2
O=C(CNCC1CCCO1)NCc1ccco1 (centres undefined)	-0.5	-0.5	-1	0	-2.4	-1	0.3	0.3	0.5	1	0.2
O=C(Nc1ccc2c(c1)C(=O)N(c1ccccc1)C2=O)C1CCCO1 (centres undefined)	-1.2	0.7	-2	-1	0.3	3	0.2	-2.1	-0.4	-2	6.2
Cc1oc2c(CN3CCCCC3)c(O)ccc2c(=O)c1-c1ccc(Br)cc1	-0.9	-0.5	2	-445	-0.3	1	0.3	-0.2	2.5	i	2.8
O=C(CN1C(=O)C2C3C=CC(C3)C2C1=O)Nc1ccc(C(=O)O)cc1 (centres undefined)	-1.2	0.7	3	-1	2.6	-2	0.1	-0.7	-1.1	2	0.3
COC(=O)c1cnc(SCC(=O)c2ccccc2)n1C	-0.1	3.7	1	-3	2.4	3	1.6	0.9	6.1*	2	15*
CCC(C)NC(=O)c1ccccc1NS(=O)(=O)c1ccc(OC)c(OC)c1 (centres undefined)	-1.2	0.2	3	-13	-0.1	0	0.4	1.3	-1.3	-13	-0.5
CC(C)(C)NC1=NCCNC(c2ccccc2)=C1	-0.1	1.4	5	0	2.0	5	0.3	-2.5	-0.1	-8	0.6
CCc1ccccc1N1C(=O)CN(Cc2cc(OC)c(OC)c(OC)c2)C1=S	-1.0	0.3	-1	2	-1.3	2	-0.2	-0.8	-2.9	6	-1.7
Cc1cc(NC(C)c2ccccc2)n2ncc(-c3ccccc3)c2n1 (centres undefined)	-0.3	4.7*	50*	-80	4.8	7	1.4	-2.4	1.8	-321	7.5
CC(C)(CO)Nc1ncnc2onc(-c3ccc(F)cc3)c12	-1.0	1.4	0	-5	0.8	-4	0.0	2.7	-1.1	-7	-1.3

Record cards, from the list above. Screens in order: ssDAF12 agonist, DAX1 inh-1, GC-A act, ADAM17 inh, FXN GAA850 act, SMARCA2 activ, DAX1 inh-2, PG9 Ab binder, hcDAF-12 act, ADAM10 inh, hgDAF12 agonist
`CC#CC(=O)N1CCC(CO)(CCc2ccccc2)CC1` as listed: -1.4, 0.9, 1, -4, -0.4, 0, 0.1, -0.4, 0.1, 7, 0.6
`CC1(C)CC(=O)c2sc(NS(=O)(=O)c3ccc(Cl)cc3)nc2C1` as listed: -1.3, -1.9, 0, 0, 0.9, -2, 0.0, 0.2, -1.4, 7, -4.8

(further entries)
SMILES	ssDAF12 agonist	DAX1 inh-1	GC-A act	ADAM17 inh	FXN GAA850 act	SMARCA2 activ	DAX1 inh-2	PG9 Ab binder	hcDAF-12 act	ADAM10 inh	hgDAF12 agonist
Nc1nc(=S)n(-c2ccccc2)[nH]1	-0.4	0.4	0	-3	x	-1	-1.2	1.6	-0.1	-10	1.4
CCOC(=O)N1CCN(C(=O)CN(c2ccc(C)c(C)c2)S(=O)(=O)c2ccccc2)CC1	-0.6	2.6	1	-5	0.7	-1	0.0	0.3	-2.0	2	0.8
COc1ccc(C(=O)NN=C2CCCC2)c(OC)c1	-1.0	0.2	-3	-2	3.2	3	1.1	-3.5	0.3	-4	0.0
CCC(C)[C@H]1CNC(=O)C(=O)N1CCc1cccc2ccccc12 (some centres undefined)	-0.4	x	-4	-5	x	-4	-0.2	-1.2	1.2	-5	1.6
NC(=O)CC(NC(=O)Cc1ccc(Cl)cc1)c1ccc(N2CCC(Cc3ccccc3)CC2)c([N+](=O)[O-])c1 (centres undefined)	-1.2	1.2	1	-4	-1.1	0	-0.4	0.2	-0.2	-6	1.4
Cc1cc(C)n(-c2cc(C(C)(C)C)nc3c(-c4ccc(Cl)cc4)cnn23)n1	-1.4	0.2	-2	0	1.3	-1	-0.1	-4.2	-1.9	3	0.9
CC(C)(C)NC(=O)CSc1nnc(NC(=O)CCn2cnc3ccccc3c2=O)s1	-1.1	0.0	-1	-2	0.0	0	0.6	-2.8	0.7	-6	-0.3
CC[C@]1(c2ccccc2OC)ON(c2ccccc2C(F)(F)F)C1=O	-1.0	x	-5	-2	x	-3	-1.4	0.3	-3.8	3	-3.7
CCOC(=O)c1[nH]c2ccc(F)cc2c1NC(=O)CCN1CCOCC1	-1.8	1.4	3	-27	-0.7	-1	0.4	-1.0	2.2	-85	-2.6
Cc1ccc(C)c(N(CC(=O)NC2CCCC2)C(=O)c2cc3cc4cccc(C)c4nc3s2)c1	-1.4	1.3	-1	-2	1.2	-1	-0.5	-0.6	-0.7	8	0.8
O=C(N/N=C\c1ccc(-c2ccc([N+](=O)[O-])cc2)o1)c1ccc2c(c1)OCO2	-1.0	-1.0	6	-3	-0.5	-1	0.3	-1.4	-1.3	-4	-1.2
Cc1ccc(S(=O)(=O)N(C)CC(=O)OCC(=O)Nc2ccccc2)cc1	-1.4	0.2	0	-5	-1.2	-3	-0.3	0.5	-0.5	-2	-3.6
COc1ccc(C(=O)Nc2ccc(C3(C#N)CCCC3)cc2)cc1OC	-0.7	-0.3	3	8.7*	1.0	2	-0.8	-1.5	0.1	17	5.6
Cc1ccccc1NC1=C(Cl)C(=O)N(C2CCCCC2)C1=O	-1.3	0.7	10	1	6.1	1	-0.4	-1.6	2.5	7	-1.0
Cc1cccnc1C(NC(=O)C1CCN(CCOc2ccc(F)cc2)CC1)c1ccc(Cl)cc1 (centres undefined)	-1.4	x	-7	3	-1.2	-4	-0.1	0.5	-1.3	0	0.9
CC(C)(C)c1cc(-n2ccnc2)n2ncc(-c3ccc(Cl)cc3)c2n1	-1.2	1.1	-3	-5	1.8	6	1.6	-0.3	0.5	-25	2.8
Cc1cccc(C(O)c2ncc(-c3ccccc3)[nH]2)c1C (centres undefined)	0.1	x	-4	-2	0.1	-3	-0.6	-2.0	1.2	5	-1.1
Cc1cccc(/C=N/n2c(-c3ccccc3)n[nH]c2=S)c1O	-0.9	-1.6	3	1	3.7	3	-0.2	1.9	-0.3	0	-0.5
COc1ccccc1OCC(=O)NN=C(Cc1ccccc1)Cc1ccccc1	-1.2	-0.2	1	-1	1.7	-3	0.0	-1.1	-0.3	0	5.6
O=c1c2ccccc2nc(-c2cccs2)n1-c1ccc2ccccc2c1	-0.7	-0.8	-6	-3	-1.1	1	0.0	1.3	3.9	-7	3.6
Cc1cccc(NC(=O)CSCC(=O)Nc2cc(Cl)ccc2N2CCN(C)CC2)c1	-1.1	0.7	-20	-3	-2.0	-2	0.2	0.1	-0.9	1	-1.0
CCc1ccc(Nc2n[n+](-c3ccccc3)c(-c3ccc(N(CC)CC)cc3)s2)cc1	-1.3	1.3	-3	5	-1.8	-2	-1.3	9.7*	-0.4	1	2.9
CCOc1ccc(NC(=O)C[n+]2ccc(N(C)C)cc2)cc1	-1.5	0.0	7	2	0.1	-6	-0.4	-7.5	-1.1	10	0.0
CC(=O)/C(C#N)=C1\NC(=O)C(Cc2ccc(C)c(C)c2)S1 (centres undefined)	-1.8	-1.3	-1	0	-5.4	-1	-0.4	-1.0	-1.7	3	-5.7
O=C(NNS(=O)(=O)c1cc(Cl)c(Cl)cc1Cl)c1cccnc1	-0.8	2.0	-1	-5	-0.7	-1	0.2	0.3	0.2	-4	-2.7
Oc1cccc(/C=C/c2ccc3cccc(O)c3n2)c1	4.7*	2.8	1	2	3.5	3	3.6*	-0.7	26*	10	23*
Cn1nc(-c2ccccc2)nc1-c1ccccc1	0.8	1.8	1	1	7.2	5	1.3	0.8	6.3*	1	9.4
O=C(O)CCC(=O)Nc1ccc(-n2ccc(C(F)(F)F)n2)cc1	-0.7	0.0	-1	-2	0.4	-1	-0.3	-1.5	-1.1	-6	0.3
Cc1c(C#N)c2ccccc2n1CC(=O)NCCc1c[nH]c2ccccc12	-0.9	-0.3	-13	3	-0.2	-2	-0.1	-0.8	1.6	-8	-0.9
N#Cc1nc(COc2ccc(Br)cc2)oc1N1CCCCCC1	-0.9	0.9	0	2	-1.3	0	1.8	0.0	-2.0	1	1.7
NC(=O)CSc1nnc(-c2ccccc2Br)n1-c1cccc(C(F)(F)F)c1	-0.5	-0.4	-7	-1	1.0	-1	-0.5	-0.6	-1.6	-6	0.2
CCOC(=O)c1ccccc1NC(=O)COC(=O)C1CC(=O)N(c2ccc3c(c2)OCCO3)C1 (centres undefined)	-0.7	-0.6	7	-6	2.2	1	0.4	1.3	-0.7	-10	0.0

Two compounds from above with just ADAM17 inh, DAX1 inh-2 and ADAM10 inh:
mol,ADAM17 inh,DAX1 inh-2,ADAM10 inh
Cc1cccc(NC(=O)CSCC(=O)Nc2cc(Cl)ccc2N2CCN(C)CC2)c1,-3,0.2,1
CCc1ccc(Nc2n[n+](-c3ccccc3)c(-c3ccc(N(CC)CC)cc3)s2)cc1,5,-1.3,1
